From PubChem BioAssay
Pol beta inh: DNA polymerase beta (human) inhibition | P06746 | Pol beta primer extension/strand displacement, fluorescence kinetic | Potency, µM (doses to about 114 µM), for inactives: at the top dose activity change, negative = inhibition, most hits filed as inhibitors | hit rate 1.3% among 340,000 | AID 485314; also: potency is read from the fitted curve at half-maximal effect; % is scaled to controls: 0 for no effect and ±100 for the full control effect
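Values derive from four-parameter Hill fits of normalized kinetic data: reads at 0 and 10 min following addition of 50 nM substrate to 10 nM Pol beta preincubated 15 min with compound.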
Anesthetic bind: binds horse apoferritin like a general anesthetic | P02791 | apoferritin/1-aminoanthracene competitive binding, fluorescence | Potency, µM (titrated, usually from 77.5 µM), for inactives: top-dose activity change, negative = displacement, hits mostly inhibitors | hit rate 0.074% among 350,000 | AID 485281; also: potency is read from the fitted curve at half-maximal effect; % is scaled to controls: 0 for no effect and ±100 for the full control effect; nearly all actives have a fitted effect of over 20% in size
Target sequence (P02791 2-175 limits assumed): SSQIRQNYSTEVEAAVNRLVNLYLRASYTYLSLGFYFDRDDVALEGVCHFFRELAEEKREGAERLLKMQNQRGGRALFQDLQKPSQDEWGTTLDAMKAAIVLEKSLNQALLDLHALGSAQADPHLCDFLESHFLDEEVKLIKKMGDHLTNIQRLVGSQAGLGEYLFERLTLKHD
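Horse-spleen apoferritin (10 uM) in 50% saturated 1-aminoanthracene in PBS was incubated 10 min at room temperature with compound. Fluorescence (ex 380, em 535 nm) was normalized to free and bound 1-AMA, with concentration-response fitted by a four-parameter Hill equation.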
ALOX12 inh: ALOX12 (human) lipoxygenase inhibition; purified 12hLO, xylenol orange hydroperoxide absorbance; Potency, µM (series often up to 108 µM), for the others: top-dose activity change, negative = inhibition, most hits filed as inhibitors; hit rate 1.1% among 580,000; also: potency is read from the fitted curve at half-maximal effect; % is scaled to controls: 0 for no effect and ±100 for the full control effect
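Purified human 12hLO (150 nM final) in 25 mM Hepes, 0.01% Triton X-100, pH 7.0 was preincubated 15 min at room temperature with compound. Then 40 uM arachidonic acid was added, 30 min. Hydroperoxide was read by Fe-XO absorbance ratio 573/405 nm.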
POLI inh: inhibitors of human DNA polymerase iota; Q9UNA4; Pol iota fluorescent replication assay, 10 min; Potency, µM (titrated, usually from 115 µM), for inactives: at the highest dose activity, negative = inhibition, actives largely listed as inhibitors; hit rate 1% among 390,000; also: potency is read from the fitted curve at half-maximal effect
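Pol iota at 10 nM preincubated 15 min with compounds at room temperature; reaction started with fluorescent substrate, 50 nM final. Fluorescence read kinetically at 0 and 10 min; buffer-only wells as negative control.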
APEX1 inh: inhibitors of human APE1 endonuclease | hit rate 0.35% among 350,000 | AID 2517 | Potency, µM (titrated, usually from 65.8 µM), inactives show at the highest dose activity change, negative = inhibition, most hits filed as inhibitors | recombinant APE1, TAMRA/BHQ-2 abasic DNA cleavage fluorescence;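 also: potency is read from the fitted curve at half-maximal effect; plate controls were vehicle for no effect and reference inhibitor for full effect; nearly all actives have a fitted effect of over 55% in size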
Target sequence (P27695 whole entry, looked up): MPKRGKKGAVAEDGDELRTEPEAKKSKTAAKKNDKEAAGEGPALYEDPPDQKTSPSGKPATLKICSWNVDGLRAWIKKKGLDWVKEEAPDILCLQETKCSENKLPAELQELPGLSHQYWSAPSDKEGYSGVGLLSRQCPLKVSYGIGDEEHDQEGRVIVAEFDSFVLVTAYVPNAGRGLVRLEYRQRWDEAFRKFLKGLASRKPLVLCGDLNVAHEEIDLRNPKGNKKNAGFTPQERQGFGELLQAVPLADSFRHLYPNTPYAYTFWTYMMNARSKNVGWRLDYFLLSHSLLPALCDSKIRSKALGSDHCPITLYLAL
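Endonuclease cleavage of a quenched abasic-site DNA duplex (50 nM) by APE1 (0.75 nM) was tracked by TAMRA dequenching. Compounds were preincubated with enzyme 15 min at room temperature; data normalized to buffer-only and DMSO wells plus NSC13755 control.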
BLM helicase inh: Bloom syndrome helicase (human) inhibition. P54132. recombinant BLM DNA unwinding, fluorescence dequenching. Potency, µM (highest dose often 56.1 µM), inactives show top-dose activity change, negative = inhibition, hits mostly inhibitors. hit rate 0.2% among 350,000;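 also: potency is read from the fitted curve at half-maximal effect; plate controls were vehicle for no effect and no enzyme for full effect; nearly all actives have a fitted effect of over 35% in size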
ERG-DNA inh: ERG Ets/DNA interaction inhibition | hit rate 0.028% among 370,000 | AID 624246 | fluorescence polarization, His-ERG Ets domain / labelled DNA | Potency, µM (series often up to 76.9 µM), without a hit: at the top dose FP activity, negative = inhibition, most hits filed as inhibitors; active = well fitted inhibition curve with a large enough effect in the polarisation, with a control signal flat; inconclusive = small, poorly fitted or top-dose-only effect, or effect the other way, or a change in a side signal; inactive = no such curve, though single readings can be large or run the other way; the % refers to the polarisation;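 also: polarization taken with two DNA probes labelled with fluorescein and Texas red; potency is read from the fitted curve at half-maximal effect; % of control where 0% means no effect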
Target sequence (P11308 whole entry, looked up, the tested form may be a part): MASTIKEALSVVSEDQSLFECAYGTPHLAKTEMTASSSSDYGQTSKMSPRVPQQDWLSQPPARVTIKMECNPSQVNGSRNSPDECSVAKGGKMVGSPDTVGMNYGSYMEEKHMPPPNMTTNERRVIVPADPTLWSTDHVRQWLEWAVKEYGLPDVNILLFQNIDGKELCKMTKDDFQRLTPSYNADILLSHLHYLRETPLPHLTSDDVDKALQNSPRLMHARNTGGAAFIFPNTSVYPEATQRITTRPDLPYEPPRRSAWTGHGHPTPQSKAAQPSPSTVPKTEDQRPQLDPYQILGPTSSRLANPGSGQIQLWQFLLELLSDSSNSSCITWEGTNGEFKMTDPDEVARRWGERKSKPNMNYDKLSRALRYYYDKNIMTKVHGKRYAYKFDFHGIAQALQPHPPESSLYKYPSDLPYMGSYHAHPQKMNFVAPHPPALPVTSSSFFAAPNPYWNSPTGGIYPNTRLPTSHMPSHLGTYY
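His-tagged ERG Ets domain (1 uM in the protein solution; 300mM KCl, 50mM Tris-HCl, 1mM EDTA, 1mM DTT, pH 7.5) received compound, then a probe mix of 5 nM fluorescein-DNA and 100nM Texas-615-DNA. Fluorescence polarization was read for both dyes.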
TRHR ag: activates the human TRH receptor | P34981 | TRHR cells, calcium flux fluo-8, FDSS agonist mode | activation, % at 2 µM | hit rate 0.18% among 360,000 | AID 493084; in the data active = activation above about 30%; also: 0% is about no effect
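Steps: seed TRHR cells overnight; add fluo-8 no-wash Ca dye, RT 30 min–1.5 h; record 10 s baseline; pin-transfer compounds; monitor fluorescence 1 cycle/s for the agonist window. Calcium increases flag candidate agonists.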
Pol kappa inh: blocks human DNA polymerase kappa activity | Q9UBT6 | purified Pol kappa, fluorescent DNA synthesis assay, 10 min | Potency, µM (titrated, usually from 107 µM), without a hit: top-dose activity, negative = inhibition, actives largely listed as inhibitors | hit rate 0.53% among 400,000 | AID 588579; also: potency is read from the fitted curve at half-maximal effect; % is scaled to controls: 0 for no effect and ±100 for the full control effect
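10 nM Pol kappa was preincubated with compounds for 15 min at room temperature. Reaction started with 50 nM (final) substrate. Fluorescence read kinetically at 0 and 10 min.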
The depositor's hits bear a star; i = inactive; ? = inconclusive; . = no result given; & = joins results of further samples; [ ] = dose if it differs, or a comment. Unless noted, calls follow the shape of the dose curve; as a rule, active = well fitted curve in the direction sought with a large enough effect; inconclusive = small, poorly fitted or top-dose-only effect, or another doubt; inactive = no such curve, though single readings can be large; an effect the other way counts as inactive or inconclusive.

#	Compound	POLI inh	APEX1 inh	ERG-DNA inh	BLM helicase inh	Pol beta inh	Pol kappa inh	TRHR ag	Anesthetic bind	ALOX12 inh
1	Cc1cccc2[nH]c(SCC(=O)O)nc12	30%	2%	2%[15.4 µM]	3%	-10%	-3%	-0.1	-3%	?
2	COc1cc(/C=C/c2cc[n+](C)cc2)ccc1OCC(=O)Nc1ccc(Cl)c(Cl)c1	64%[activator]	-10%	9%	87%[activator]	56µM*	-12%	-0.1	60%[activator]	50µM*
3	Cc1cc(C)cc(OCC(=O)NNC(=S)NC(=O)C2CC2)c1	72%[activator]	19%	-12%	2%	-27%	-3%	0.6	-15%	0%
4	c1ccc(C2(c3ccccc3)OCC(Cn3cncn3)O2)cc1 (stereo not drawn)	-1%	1%	1%	2%	-1%	-9%	0.5	-16%	4%
5	O=C(c1ccccc1)c1cnc(Nc2ccc(Cl)c(Cl)c2)s1	20%	0%	-5%	-2%	11%	0%	.	-16%	-16%
6	O=C(c1cnn2c(C(F)F)cc(C3CC3)nc12)N1CCc2ccccc2C1	23%	0%	-11%	-2%	3%	-21%	-0.7	-18%	162%[activator]
7	O=C1NCCN1CCNS(=O)(=O)c1cc(C(F)(F)F)cc(C(F)(F)F)c1	15%	20%	-10%	-6%	24%	3%	0.5	-12%	8%
8	O=C(COc1ccc(Cl)cc1Cl)NCc1ccco1	-2%	-9%	-1%	-1%	18%	-13%	-0.6	-6%	?
9	O=C(O)c1cccnc1Sc1ccc(Br)cc1	33%[activator]	19%	-5%	-4%	41%	-10%	1.1	0%	-22%
10	CC(C)NS(=O)(=O)c1ccc(OCC(=O)N2CCN(c3cccc(Cl)c3)CC2)cc1	-8%	.	3%	-8%	3%	-13%	-0.5	73%[activator]	-25%
11	COc1ccc(-c2ccc(NS(=O)(=O)c3ccc(NC(C)=O)cc3)cc2)nn1	-14%	.	4%	2%	?	-13%[60.1 µM]	0.9	-9%	-20%
12	Cc1ccc(C)c(CN2C(=O)c3ccccc3S(=O)c3ccc(C(=O)N(C)Cc4ccccc4)cc32)c1 (stereo not drawn)	18%	.	1%	-13%	15%	-10%	0.3	-17%	?
13	O=[N+]([O-])c1ccc(S(=O)(=O)Nc2ccc3c(c2)OCCO3)cc1	?	28%	-3%	-10%	-8%	-17%	-1.3	-17%	?
14	Cc1ccc(C)c(N2CCN(c3nc4c(S(=O)(=O)c5ccccc5)nnn4c4ccc(Cl)cc34)CC2)c1	21%	.	2%	1%	11%	2%	-0.1	0%	-6%
15	Cc1ccc(S(=O)(=O)c2nnn3c2nc(N2CCN(c4cccc(C)c4C)CC2)c2ccccc23)cc1C	-3%	.	-8%	0%	-7%	2%	0.0	0%	-16%
16	Cc1cc(OCC(=O)NCCCN(C)C)cc(C)c1Br	3%	11%	-2%	-9%	12%	3%	-1.0	?	0%
17	S=c1[nH]nc(Cc2ccc(Cl)cc2)n1-c1ccc2c(c1)OCCO2	3%	13%	-3%	-7%	11%	-1%	-1.2	-2%	-27%
18	Cc1ccc(NC(=O)c2sc3nc(CCl)[nH]c(=O)c3c2C)c(C)c1	68%[activator]	-4%	0%	10%	-19%	8%	0.1	-23%	-22%
19	Cc1ccc(OCC(=O)Nc2cccc(C)n2)c(C)c1	14%	0%	-5%	-2%	-5%	0%	-0.3	1%	0%
20	Cc1c(C(=O)OCC(=O)NC2CC2)oc2ccc(Br)cc12	13%	4%	6%	.	.	-11%	0.2	.	-27%
21	O=[N+]([O-])c1ccc(O)c(/C=N/NC(=S)Nc2ccc(Cl)cc2Cl)c1	?	9%	-2%	-26%	-19%	?	1.1	-1%	?
22	O=C(Nc1ccc([N+](=O)[O-])cn1)c1ccc(Br)o1	0%	-5%	-2%	1%	14%	-2%	-0.2	-4%	-14%
23	CC(=O)c1sc(NC(=O)CCNC(=O)c2ccco2)nc1-c1ccccc1	0%	-8%	11%	-3%	20%	7%	-0.7	-12%	i
24	C=CCn1c(N)c(-c2nc3ccccc3n2C)sc1=S	-12%[58.9 µM]	0%	-2%	-1%	?	-1%	-1.4	-14%	0%
25	N/C(=N\OC(=O)COc1ccccc1)c1ccncc1	9%	-2%	-5%	-2%	18%	-1%	-0.1	-10%	64%[activator]
26	CCCOc1ccc(C(C)=O)cc1CC(C(N)=O)C(N)=O	16%	2%	-10%	-2%	0%	0%	1.2	-7%	-6%
27	Cc1ccc(C)c(NC(=O)Cn2c(=O)n(Cc3ccccc3)c(=O)c3oc4ccccc4c32)c1	11%	.	1%	-3%	1%	-12%	0.0	-15%	-7%
28	Cc1ccc(C(=O)NC(Cc2ccccc2C(F)(F)F)C(=O)O)cc1 (stereo not drawn)	21%	3%	-8%	.	.	-3%	.	.	-11%
29	COc1ccc(N(CC(=O)NCCC2=CCCCC2)S(=O)(=O)c2ccccc2F)cc1	60%[activator]	1%	0%	-1%	1%	-21%	0.2	0%	23%
30	COc1ccc(C(=O)OCC(=O)Nc2cc(C)on2)c(OC)c1OC	37%[activator]	-3%	-6%	0%	2%	2%	1.3	-9%	-4%

(list continues)
#	Compound	POLI inh	APEX1 inh	ERG-DNA inh	BLM helicase inh	Pol beta inh	Pol kappa inh	TRHR ag	Anesthetic bind	ALOX12 inh
31	N#Cc1c(N)nc2c(c1-c1ccc(F)cc1)c(=O)nc1sccn12	200%[activator]	5%	-1%	-3%	4%	-4%	-0.2	-9%	-1%
32	CNc1nc(-c2ccc3c(c2)CCN3C(=O)c2cccc(F)c2)cs1	5%	16%	12%	-10%	28%	1%	-0.8	-14%	?
33	Cc1ccc(C(C)C)c(OCC(=O)NC2CCN(C)CC2)c1	0%	4%	6%	-1%	20%	2%	0.4	-9%	?
34	c1ccc(Nc2nc(NCCN3CCOCC3)nc(Nc3ccccc3)n2)cc1	67%[activator]	-11%	-7%	2%	20%	-1%	0.0	-15%	97%[activator]
35	C#CCSc1nnc(-c2c[nH]c3ccccc23)n1C	14%	0%	17%	-1%	-1%	3%	-0.5	6%	20%
36	CCOC(=O)C1=C(COC(=O)c2ccccc2OC(F)F)NC(=O)NC1C (stereo not drawn)	27%	12%	-4%	.	.	-4%	-0.2	.	-20%
37	O=C(CN1CCCN(Cc2cccc(Cl)c2)S1(=O)=O)Nc1ccc2c(c1)OCCO2	9%	.	1%	-6%	-14%	-8%[60.1 µM]	-1.2	49%[activator]	-26%
38	CCCCCCc1cc2cc(C(=O)OCC)c(=O)oc2cc1O	-1%	3%	-4%	1%	11%	-13%	13	5%	-1%
39	NC(=O)C1CCN(c2nc(-c3ccccc3-c3ccccc3)cs2)CC1	?	1%&-15%	.	.	.	-20%	0.8	.	?
40	O=C(NCC1CCCC(CNC(=O)N2CCc3ccccc32)C1)N1CCc2ccccc21 (stereo not drawn)	-3%	1%	-7%	-8%	4%	-15%	0.2	-9%	0%
41	CC(C)NC(=S)NN=C1CCC(c2ccccc2)CC1 (stereo not drawn)	137%[activator]	-4%	-4%	-10%	3%	-10%	-0.1	-23%	?
42	O=C(NCc1cccs1)C1CCCN1C(=O)Nc1ccccc1[N+](=O)[O-] (stereo not drawn)	-6%	-3%[12.4 µM]	-3%	0%	62%	-9%	-0.1	-6%	-14%
43	COC(=O)/C(C#N)=C/c1ccc(OC(=O)c2ccccn2)cc1	16%	5%	3%	6%	19%	0%	-0.5	5%	-17%
44	C=CCOc1ccc(/C=N/NC(=O)C(C)Sc2ccccn2)cc1OCC (stereo not drawn)	10%	10%	2%	-8%	0%	-4%	0.4	-3%	4%
45	COc1ccc(N=Nc2cc(C)ccc2O)cc1	-7%	-3%	15%	-4%	9%	1%	0.5	-6%	-3%
46	COC(=O)c1ccc(NC(=S)N2CCCC2)cc1	30%	-2%	-2%	-7%	-1%	16%	0.3	-6%	-12%
47	Cc1ccc(NC(=O)N2N=C(c3ccc(F)cc3)CC2c2ccc(F)cc2)cc1 (stereo not drawn)	-5%	6%	12%	-7%	13%	-3%	-0.5	-7%	4%

Among those listed so far, 2 contain a thiophene ring, fused or not.
#	Compound	POLI inh	APEX1 inh	ERG-DNA inh	BLM helicase inh	Pol beta inh	Pol kappa inh	TRHR ag	Anesthetic bind	ALOX12 inh
18	Cc1ccc(NC(=O)c2sc3nc(CCl)[nH]c(=O)c3c2C)c(C)c1	68%[activator]	-4%	0%	10%	-19%	8%	0.1	-23%	-22%
42	O=C(NCc1cccs1)C1CCCN1C(=O)Nc1ccccc1[N+](=O)[O-] (stereo not drawn)	-6%	-3%[12.4 µM]	-3%	0%	62%	-9%	-0.1	-6%	-14%

Six entries drawn at random from the list so far:
#	Compound	POLI inh	APEX1 inh	ERG-DNA inh	BLM helicase inh	Pol beta inh	Pol kappa inh	TRHR ag	Anesthetic bind	ALOX12 inh
33	Cc1ccc(C(C)C)c(OCC(=O)NC2CCN(C)CC2)c1	0%	4%	6%	-1%	20%	2%	0.4	-9%	?
38	CCCCCCc1cc2cc(C(=O)OCC)c(=O)oc2cc1O	-1%	3%	-4%	1%	11%	-13%	13	5%	-1%
31	N#Cc1c(N)nc2c(c1-c1ccc(F)cc1)c(=O)nc1sccn12	200%[activator]	5%	-1%	-3%	4%	-4%	-0.2	-9%	-1%
47	Cc1ccc(NC(=O)N2N=C(c3ccc(F)cc3)CC2c2ccc(F)cc2)cc1 (stereo not drawn)	-5%	6%	12%	-7%	13%	-3%	-0.5	-7%	4%
44	C=CCOc1ccc(/C=N/NC(=O)C(C)Sc2ccccn2)cc1OCC (stereo not drawn)	10%	10%	2%	-8%	0%	-4%	0.4	-3%	4%
39	NC(=O)C1CCN(c2nc(-c3ccccc3-c3ccccc3)cs2)CC1	?	1%&-15%	.	.	.	-20%	0.8	.	?

An excerpt; the hit share may differ from the screen's.
